# From PubChem BioAssay
# AID2073 = inhibitors of Mint1-CaV2.2 protein interaction, biochemical, HTRF (AID 2073); Voltage-dependent N-type calcium channel subunit alpha-1B (Homo sapiens); HTRF protein-protein interaction, Mint1-CaV2.2; higher % means a stronger effect; inhibition, % at 20 µM, or IC50 in µM where a hit was titrated; hit rate 0.19% among 290,000; in the data active = inhibition mostly above about 51%, no sharp cut-off; inconclusive = no clear call, values can overlap the other calls; inactive = mostly below about 53%; note: some results filed as inactive read as strong as hits
# MgcRacGAP inhibition = MgcRacGAP GTPase-activating activity inhibitors, confirmation, biochemical, ADP Hunter fluorescence; hit rate 0.6% among 340,000; Rac GTPase-activating protein 1 (Homo sapiens); one-dose inhibition, % at 30 µM; IC50 in µM for titrated hits; MgcRacGAP-stimulated Rac1 GTP hydrolysis, ADP Hunter fluorescence; higher % means a stronger effect; GST-tagged Rac1 F28L mutant substrate;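 active = first-screen hits whose inhibition reached a set limit at any dose in the follow-up dose series; inconclusive = inhibition above the set first-screen limit but never retested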;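 note: fluorescence reports GDP produced by GAP-driven GTP hydrolysis; strong numbers were not always called active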
# UTI89 phage lysis = inhibition of K1F phage lysis, E. coli UTI89, bacterial capsule biogenesis inhibitors, alamar blue (AID 488966) | E. coli UTI89 K1F phage lysis, alamar blue, 2 h; higher % means a stronger effect | inhibition, % at 100 µM, or IC50 in µM where a hit was titrated | hit rate 0.02% among 340,000;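 active = phage lysis inhibition, versus mean bacterial control, above a set limit; inconclusive = no clear call, values can overlap the other calls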;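 note: capsule biogenesis inhibitors block K1F phage lysis so surviving cells raise fluorescence; higher fluorescence means more inhibition of phage lysis; actives were called in the ten point dose series up to 300 µM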
# SIAH1 antagonists = Siah-1 peptide-binding antagonists, primary screen, biochemical, fluorescence polarization, rhodamine-plectin, uHTS (AID 1817); E3 ubiquitin-protein ligase SIAH1 (Homo sapiens); Siah-1 / rhodamine-plectin peptide fluorescence polarization; higher % means a stronger effect; displacement, % at 20 µM; hits with a dose series show IC50 in µM; hit rate 0.02% among 290,000;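 active = displacement of at least 50% at 20 µM, with a fluorescence ratio check between 0.3 and a set limit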;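 note: plate controls were Siah plus tracer with DMSO for no effect and tracer alone without Siah for full effect; strong numbers were not always called active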
# West Nile virus CPE = West Nile virus antiviral activity, cell-based, CPE readout (AID 1621); West Nile virus-infected cells, CPE inhibition; higher % means a stronger effect; CPE inhibition, % at 10 µM, or IC50 in µM where a hit was titrated; hit rate 0.02% among 290,000; in the data active = a potency from the dose series; inconclusive = CPE inhibition mostly from about 3.7% at the one dose, without a potency; inactive = the rest, 99 in 100 with CPE inhibition below about 2.2%; note: strong numbers were not always called active
# NTR1 ag = agonists of NTR1, primary screen, imaging, U2OS cells, beta-arrestin-GFP, high content (AID 493036); NTR1-U2OS beta-arrestin-GFP spot imaging, agonist mode; activation, % at 20 µM; hit rate 0.17% among 330,000;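 active = activation at or above 40% of the spot to cytoplasm intensity ratio, with at least 20 cells analyzed; inconclusive = wells under 20 cells, flagged as cytotoxic or low count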;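 note: 0% = DMSO without peptide and 100% = 100 nM NTR1 peptide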
# Target sequence (P30989 whole entry, looked up): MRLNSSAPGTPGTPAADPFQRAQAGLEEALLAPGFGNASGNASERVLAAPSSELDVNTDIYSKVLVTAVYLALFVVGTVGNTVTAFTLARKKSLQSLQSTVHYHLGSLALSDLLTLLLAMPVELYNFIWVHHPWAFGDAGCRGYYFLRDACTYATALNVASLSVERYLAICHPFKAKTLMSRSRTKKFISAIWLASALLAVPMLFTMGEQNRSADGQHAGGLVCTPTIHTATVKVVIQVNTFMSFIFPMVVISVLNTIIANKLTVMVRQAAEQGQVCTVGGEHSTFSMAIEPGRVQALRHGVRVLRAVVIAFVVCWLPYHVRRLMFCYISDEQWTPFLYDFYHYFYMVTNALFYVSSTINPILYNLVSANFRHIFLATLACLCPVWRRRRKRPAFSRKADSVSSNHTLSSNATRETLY
# RSV antiviral HEp-2 = RSV antiviral activity via CPE protection, HEp-2 cells, primary 10 µM value included (AID 2391); hit rate 0.13% among 310,000; CPE inhibition, % at 10 µM; hits with a dose series show IC50 in µM; HEp-2 cells, RSV-induced CPE inhibition; higher % means a stronger effect; in the data active = a potency from the dose series; inconclusive = CPE inhibition mostly from about 23% at the one dose, without a potency; inactive = the rest, 99 in 100 with CPE inhibition below about 21%; note: strong numbers were not always called active
# Large T inhibition = SV40 large T antigen inhibitors, biochemical (AID 1903); hit rate 0.39% among 310,000; SV40 large T antigen ATPase/helicase inhibition assay; higher % means a stronger effect; one-dose inhibition, % at 20 µM; IC50 in µM for titrated hits; in the data active = a potency from the dose series; inconclusive = inhibition mostly from about 32% at the one dose, without a potency; inactive = the rest, 99 in 100 with inhibition below about 32%; note: strong numbers were not always called active
# NS5 inhibitors = Dengue-2 NS5 methyltransferase inhibitors, primary screen, biochemical, confirmation dose response (AID 588689). Dengue-2 NS5 methyltransferase capping enzyme assay, biochemical; higher % means a stronger effect. one-dose inhibition, % at 25 µM; IC50 in µM for titrated hits. hit rate 0.3% among 340,000. Genome polyprotein (Dengue virus type 2 (strain 16681-PDK53)); in the data active = a potency from the dose series; inconclusive = inhibition above about 29% without an active follow-up result
# NTR1 ag cell count 20 µM = recorded beside NTR1 ag, whose call it bears; cell count; measured here: cell count, cytotoxicity flag
# Active calls of the source: *; u = inconclusive; x = not tested or not shown; [ ] = remark or other dose.
SMILES,AID2073,MgcRacGAP inhibition,UTI89 phage lysis,SIAH1 antagonists,West Nile virus CPE,NTR1 ag,NTR1 ag cell count 20 µM,RSV antiviral HEp-2,Large T inhibition,NS5 inhibitors
CCC(=O)C1CCCN(C(=O)CCc2nnc(C3(c4ccc(Cl)cc4)CCC3)o2)C1 (stereo not drawn),9%,-1%,-0.2%,1%,-0.7%,0.8,73,1.1%,15%,3%
COc1cccc(C2(O)CCN(C(=O)C(C)C)CC2)c1,2%,4%,0.1%,-2%,0.0%,-0.3,69,-0.1%,18%,6%
COc1cc(OC)c(C2=NOC(C(=O)Nc3c(C)nn(CC(=O)N4CCCC4)c3C)C2)cc1Cl (stereo not drawn),-1%,8%,-0.1%,-1%,0.3%,-0.6,60,1.7%,7%,-5%
CCC(=O)OCC(=O)Nc1ccc(OC)cc1[N+](=O)[O-],-16%,12%,0.8%,0%,0.9%,2.3,31,1.0%,30%,6%
CC(C)CN1C(=O)C(=O)N(CC(=O)N(C)CC(=O)Nc2ccc(F)cc2)C1=O,x,1%,1.0%[50 µM],x,x,-0.7,49,1.7%,x,0%
c1ccc(-c2ccccc2OCCOCCN2CCc3ccccc3C2)cc1,-3%,5%,0.6%,6%,-1.9%,1.6,34,-0.1%,-2%,-4%
CC1(c2ccccc2Br)NC(=O)N(CC(=O)N2CCc3ccccc3C2)C1=O (stereo not drawn),x,6%,0.0%[50 µM],x,x,2.7,60,x,x,1%
Cc1cccc(Nc2nc(C)cc(C)c2C#N)c1,14%,9%,0.1%,12%,-0.6%,3.9,66,1.2%,6%,-9%
O=c1[nH]nc(CNc2ccc(Cl)cc2Cl)c2ccccc12,19%,-9%,0.2%,-3%,-1.6%,3.5,78,2.7%,9%,-4%
CC(C)(C)c1csc(N/N=C/c2cccnc2)n1,-12%,7%,0.6%,1%,-0.6%,0.0,52,16%,14%,-2%
COc1ccccc1CNC(=O)c1cccc(S(=O)(=O)N2CCN(c3ccc(F)cc3)CC2)c1,x,1%,0.6%[50 µM],x,x,0.4,54,1.4%,x,-3%
CC(=O)c1cc(CN2C(=O)c3ccccc3C2=O)cs1,1%,4%,0.6%,0%,0.5%,-0.5,79,1.3%,7%,-4%
C1CCN(c2nc(N3CCCC3)nc(N3CCNCC3)n2)C1,-2%,x,x,-1%,0.0%,x,x,x,3%,x
COc1ccc(-n2c(CNc3ccc(C)cc3)nnc2SCc2ccccc2)cc1,-9%,4%,-0.9%,-6%,-1.9%,2.5,61,11%,-30%,-2%
CCNc1nc2nc3ccc(C)cn3c(=O)c2cc1C(=O)NCC1CCCO1 (stereo not drawn),20%,10%,0.2%,7%,-0.4%,0.0,17,-0.3%,2%,-13%
COc1ccc(C(=O)NCc2nnc(SCC(=O)NCc3ccco3)o2)cc1OC,15%,3%,0.4%,5%,-0.3%,-0.6,83,2.2%,11%,2%
CC1CCN(C(=O)CCC(=O)Nc2nnc(C(F)(F)F)s2)CC1,3%,8%,0.7%,-2%,-0.3%,-1.3,60,1.1%,8%,-4%
CC(=O)c1ccc(Nc2nc(-c3cccnc3)cs2)cc1,12%,8%,3.0%,11%,-0.7%,-0.2,52,0.9%,16%,x
Cn1nnnc1SCC(=O)Nc1nn(-c2ccccc2)nc1C(N)=O,7%,0%,0.3%,-2%,0.0%,1.3,68,-0.1%,3%,-2%
COc1cccc(CN2CCCN(S(=O)(=O)c3ccc(Br)cc3)CC2)c1,-24%,5%,4.3%,-3%,-0.7%,-6.1,66,u,5%,2%
COc1ccc(/C=C/C(=O)OCC(=O)Nc2cccc(C(C)=O)c2)cc1,u,6%,2.0%[50 µM],-2%,0.2%,1.9,55,1.4%,-13%,6%
CCn1c(CSc2nc3ccccc3s2)nnc1SCC(=O)NCC(=O)OC,-7%,9%,5.5%,-5%,-0.1%,0.3,74,2.0%,18%,-5%
CCN(CC)S(=O)(=O)c1ccc(NN)nc1,-7%,-6%,0.6%,3%,-0.1%,0.9,60,-1.5%,4%,-13%
CNCc1ccccc1OCc1ccccc1F,-9%,0%,0.3%,-1%,-0.8%,-0.8,62,-2.0%,3%,-5%
CN(Cc1nc(-c2ccncc2)no1)S(=O)(=O)c1ccc(Br)cc1,5%,6%,-0.4%,6%,-0.4%,0.1,40,-0.4%,-1%,-5%
# The listing continues.
SMILES,AID2073,MgcRacGAP inhibition,UTI89 phage lysis,SIAH1 antagonists,West Nile virus CPE,NTR1 ag,NTR1 ag cell count 20 µM,RSV antiviral HEp-2,Large T inhibition,NS5 inhibitors
CCN(CC)C(=O)Oc1ccc(OC(=O)N(CC)CC)cc1,-15%,0%,-1.6%,2%,-0.1%,0.5,55,5.0%,12%,-5%
Cc1ccc(-n2ncc3c(=O)n(CC(=O)NCC4CCCO4)cnc32)cc1 (stereo not drawn),0%,9%,0.1%,0%,-0.1%,0.4,51,0.6%,19%,3%
C#CCn1c(O)c(N=NC(=O)CNC(=O)c2cccnc2)c2ccccc21,u,6%,0.1%,13%,-0.8%,0.4,69,3.0%,12%,8%
C/C(CC1CC(COCCC(C)C)OC1=O)=N\NC(N)=S (stereo not drawn),-9%,7%,9.6%,0%,-0.1%,-0.5,45,-0.7%,4%,-2%
C/C(Cn1nnc2ccccc21)=N/OC(=O)c1c(F)cccc1F,49%,5%,0.3%,-2%,0.1%,-0.8,32,-1.1%,4%,2%
O=[N+]([O-])c1ccc(NCCNS(=O)(=O)c2ccccc2)cc1,0%,8%,1.6%,4%,-1.1%,0.6,51,-0.7%,8%,6%
Cc1ccc(S(=O)(=O)CC(=O)N2CC(C)OC(C)C2)cc1 (stereo not drawn),6%,3%,0.1%[50 µM],-1%,0.5%,1.1,62,1.6%,5%,5%
O=[N+]([O-])c1ccccc1-c1cc(-c2ccccc2O)n[nH]1,2%,5%,-4.2%,-2%,-1.0%,2.7,60,7.1%,5%,0%
O=c1cc(-c2ccccc2)nc2nc(COc3ccccc3)[nH]n12,-3%,-7%,0.8%,-2%,-0.1%,0.1,44,2.4%,4%,9%
O=C(COC(=O)c1nc(Cl)ccc1Cl)c1ccc[nH]1,x,0%,0.2%[50 µM],x,x,-1.2,57,-2.2%,22%,7%
Cn1c(=O)c(C(=O)NNC(=O)c2ccccc2Cl)c(O)c2ccccc21,9%,-3%,-0.4%,0%,1.1%,-0.1,57,6.8%,-3%,-11%
O=C(Nc1nnc(S(=O)(=O)N2CCOCC2)s1)c1ccccc1Br,-2%,1%,-0.8%,-3%,-0.4%,4.7,56,2.2%,14%,1%
CCCC12CN3CC(C)(CN(C1)C3c1ccc3c(c1)OCO3)C2=O (stereo not drawn),11%,11%,0.2%,-3%,-0.5%,-0.6,47,1.6%,0%,-7%
CCNc1nc(NCC)n2c(SCC(=O)c3ccc(C(C)C)cc3)nnc2n1,2%,9%,3.1%,8%,-1.2%,-0.3,34,7.2%,5%,-7%
Cc1ccc(S(=O)(=O)Nc2cc(C(=O)O)ccc2N2CCCCC2)cc1,4%,10%,-1.8%,4%,0.2%,-0.3,47,0.6%,-2%,-3%
NCCc1nnc(SCC(N)=O)o1,18%,12%,0.3%,0%,-0.3%,1.2,71,0.7%,17%,-1%
Cc1c(C(C)C)c(=O)n(-c2ccc(S(=O)(=O)NCc3ccccc3)cc2)n1C,-6%,4%,0.1%,-3%,-1.7%,1.1,42,-0.4%,-9%,x
CCn1c(SCC(=O)N/N=C/c2cc(OC)c(OC)c(OC)c2)nc2ccccc21,8%,4%,7.4%,-8%,1.3%,1.4,42,7.8%,0%,-1%
O=C(NNS(=O)(=O)c1ccc(F)cc1)c1ccccc1F,14%,10%,0.6%,-3%,1.6%,-0.3,69,0.7%,5%,-3%
O=C(CSc1nc2c(oc3ccccc32)c(=O)n1CC1CCCO1)NCc1ccccc1 (stereo not drawn),x,1%,1.8%[50 µM],x,x,1.8,58,1.2%,24%,1%
Cc1onc(-c2c(F)cccc2Cl)c1C(=O)c1ccccc1O,9%,10%,-0.1%,0%,0.0%,0.9,45,3.8%,5%,6%
COc1ccc([N+](=O)[O-])cc1NC(=O)COC(=O)c1ccccn1,-8%,6%,0.1%,-2%,-0.1%,0.2,54,-0.7%,9%,0%
CCOc1cc(NC(=O)c2ccco2)c(OCC)cc1NC(=O)CCc1ccccc1OC,11%,5%,0.4%,4%,1.3%,4.3,73,0.3%,6%,2%
CCc1cccc(CC)c1-n1c(SCc2cc(=O)n3ccsc3n2)nnc1-c1cccnc1,16%,-1%,2.0%,8%,0.7%,2.9,80,1.3%,7%,-4%
O=C1N=c2ccc(Br)cc2=C1c1sc(=O)[nH]c1O,-26%,x,x,-8%,-0.7%,-1.2,66,3.4%,8%,x
CCOC(=O)CSc1ncnc2c1cnn2-c1ccccc1,7%,8%,0.3%,1%,0.1%,0.5,61,-1.8%,-3%,-6%
CC1CCCC(C)N1C(=O)Cn1c(SCC(=O)Nc2ccc3c(c2)OCO3)nc2ccccc21 (stereo not drawn),-4%,2%,4.8%,-6%,-0.5%,2.1,59,3.0%,-3%,-7%
O=C(NCC1CCCO1)c1ccc2c(=O)n(CC3CCCO3)c(SCC(=O)N3CCCC3)nc2c1 (stereo not drawn),-12%,0%,0.1%,0%,0.6%,-1.6,65,3.2%,7%,1%
C=CCn1c(-c2ccncc2)n[nH]c1=S,12%,x,x,-3%,1.0%,-0.2,38,0.2%,14%,x

# Fetched by compound from the list above (4):
SMILES,AID2073,MgcRacGAP inhibition,UTI89 phage lysis,SIAH1 antagonists,West Nile virus CPE,NTR1 ag,NTR1 ag cell count 20 µM,RSV antiviral HEp-2,Large T inhibition,NS5 inhibitors
O=C(CSc1nc2c(oc3ccccc32)c(=O)n1CC1CCCO1)NCc1ccccc1 (stereo not drawn),x,1%,1.8%[50 µM],x,x,1.8,58,1.2%,24%,1%
O=C1N=c2ccc(Br)cc2=C1c1sc(=O)[nH]c1O,-26%,x,x,-8%,-0.7%,-1.2,66,3.4%,8%,x
C=CCn1c(-c2ccncc2)n[nH]c1=S,12%,x,x,-3%,1.0%,-0.2,38,0.2%,14%,x
CCNc1nc(NCC)n2c(SCC(=O)c3ccc(C(C)C)cc3)nnc2n1,2%,9%,3.1%,8%,-1.2%,-0.3,34,7.2%,5%,-7%
